# CHO-K1 Ca PAM: nonselective calcium activators in parental CHO-K1 cells, primary screen, counter-screen for M1 PAM project, cell-based, Fluo-8 calcium fluorescence, full deck, 1536-well | activation, % at 3 µM | ATP EC20; 0% at ATP EC20, 100% at ATP max | actives 0.02% (n = 360,000);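 active = activation above the run cutoff, the mean activation of all test compounds plus 3 SD, cut at about 40% in these data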;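 also: peak over basal fluorescence ratio in a 140 s read after ATP addition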
# CHRM5 agonist: human M5 muscarinic receptor agonists, primary screen, CHO-K1 cells, Fluo-8 calcium fluorescence; activation, % at 3 µM; AID 624037, 2012; CHO-K1 hM5 cells; 0% DMSO wells, 100% maximal acetylcholine response; actives 0.19% (n = 360,000);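 active = activation above the run's mean over test compounds plus 3 SD, cut at about 23% in these data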;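 also: signal is peak over basal fluorescence ratio across the kinetic read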
# Target sequence (P08912 whole entry, looked up): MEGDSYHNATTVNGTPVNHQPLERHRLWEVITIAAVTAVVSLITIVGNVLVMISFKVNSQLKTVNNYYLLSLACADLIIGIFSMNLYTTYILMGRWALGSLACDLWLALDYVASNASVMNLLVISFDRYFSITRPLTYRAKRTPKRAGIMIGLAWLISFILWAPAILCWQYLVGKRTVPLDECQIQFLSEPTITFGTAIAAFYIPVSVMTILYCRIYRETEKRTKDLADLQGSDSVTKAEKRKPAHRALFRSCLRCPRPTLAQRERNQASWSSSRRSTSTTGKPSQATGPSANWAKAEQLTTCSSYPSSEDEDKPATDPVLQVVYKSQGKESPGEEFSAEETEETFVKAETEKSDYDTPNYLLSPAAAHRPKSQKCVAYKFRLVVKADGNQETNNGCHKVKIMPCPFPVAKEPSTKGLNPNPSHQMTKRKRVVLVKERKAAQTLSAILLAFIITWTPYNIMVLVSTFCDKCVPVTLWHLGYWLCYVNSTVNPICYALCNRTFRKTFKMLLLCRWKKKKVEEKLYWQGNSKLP
# M5 PAM: human M5 muscarinic receptor positive allosteric modulators, primary screen, CHO-K1 cells, Fluo-8 calcium fluorescence; activation, % at 3 µM; Muscarinic acetylcholine receptor M5 (Homo sapiens), P08912; CHO-K1 hM5, ACh EC20 PAM; 0% = ACh EC20, 100% = ACh EC100; actives 0.3% (n = 360,000); AID 624038, 2012;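 active = activation above the run cutoff, the mean activation of all test compounds plus 3 SD, cut at about 18% in these data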
#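 System – CHO-K1 hM5 cells · Compound – 3 µM, single dose · Incubation – compound preincubation 140 s before EC20 acetylcholine addition · Technique – Fluo-8 calcium fluorescence · Measure – Max/basal fluorescence ratio as % of EC20–EC100 ACh window · Benchmarks – low control EC20 acetylcholine (0%), high control EC100 acetylcholine (100%) · Replication – singlicate, one well per test compound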
# CHRM5 antagonist: human M5 muscarinic receptor antagonists, primary screen, CHO cells, Fluo-8 calcium fluorescence; actives 0.59% (n = 360,000); CHO-hM5 cells, ACh EC80; inhibition, % at 3 µM; Muscarinic acetylcholine receptor M5 (Homo sapiens), P08912;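 active = inhibition above a per-plate cutoff, the mean of that plate's test compounds plus 3 SD, cut at about 27% in these data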;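 also: 0% = acetylcholine EC80 with DMSO and 100% = DMSO without agonist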
# CHRM4 agonist: human M4 muscarinic receptor agonists, primary screen, CHO-K1 cells, Fluo-8 calcium fluorescence | actives 0.14% (n = 360,000) | activation, % at 3 µM | AID 624127, 2012 | CHO-K1 hM4/Gqi5; vehicle 0%, full acetylcholine response 100%;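 active = activation above the run mean over all test wells plus 3 SD, cut at about 32% in these data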;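 also: peak over basal fluorescence ratio per well then scaled between controls; 0% = DMSO wells and 100% = acetylcholine at EC100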
# Target sequence (P08173 whole entry, looked up): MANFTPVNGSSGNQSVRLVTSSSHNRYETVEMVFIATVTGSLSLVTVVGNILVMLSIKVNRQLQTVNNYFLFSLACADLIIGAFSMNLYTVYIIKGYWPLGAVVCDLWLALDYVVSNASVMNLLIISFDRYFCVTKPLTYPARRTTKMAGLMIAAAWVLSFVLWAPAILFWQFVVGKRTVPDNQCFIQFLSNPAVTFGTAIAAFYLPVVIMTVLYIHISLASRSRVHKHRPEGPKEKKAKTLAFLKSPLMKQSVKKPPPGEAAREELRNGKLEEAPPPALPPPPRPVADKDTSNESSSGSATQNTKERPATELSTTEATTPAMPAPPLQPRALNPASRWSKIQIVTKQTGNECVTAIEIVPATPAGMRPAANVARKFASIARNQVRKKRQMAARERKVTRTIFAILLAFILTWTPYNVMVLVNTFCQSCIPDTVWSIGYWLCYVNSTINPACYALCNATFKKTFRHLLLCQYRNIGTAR
# CHRM4 PAM: human M4 muscarinic receptor positive allosteric modulators, primary screen, CHO-K1 cells, Fluo-8 calcium fluorescence; Muscarinic acetylcholine receptor M4 (Homo sapiens), P08173; CHO-K1 hM4/Gqi5, ACh EC20; 0% = ACh EC20, 100% = maximal ACh; activation, % at 3 µM; actives 0.4% (n = 360,000); AID 624126, 2012;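 active = activation above its plate's cutoff, the mean activation of sample wells plus 3 SD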; also: some results filed as inactive read as strong as hits
# CHO-K1 Ca antag: counter-screen for M1 antagonists: effect in parental CHO-K1 cells | AID 602250 | ATP-induced calcium, Fluo-8 fluorescence | inhibition, % at 3 µM | actives 0.6% (n = 360,000);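 active = inhibition above a per-plate cutoff, the plate's mean sample inhibition plus 3 SD, cut at about 24% in these data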;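 also: 0% = DMSO plus EC80 ATP and 100% = DMSO alone without ATP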
# M1 ag parental: counter-screen for M1 agonists: effect in parental CHO-K1 cells | Fluo-8 calcium fluorescence; scaled to maximal ATP response, vehicle zero | activation, % at 3 µM | actives 0.48% (n = 360,000) | AID 602248, 2012; in the data active = activation above about 15%;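 also: untransfected CHO-K1 host cells lacking M1 receptor as counterscreen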
# M4 antag: human M4 muscarinic receptor antagonists, primary screen, CHO cells, Fluo-8 calcium fluorescence; Muscarinic acetylcholine receptor M4 (Homo sapiens), P08173; CHO-hM4 cells, ACh EC80; inhibition, % at 3 µM; actives 0.73% (n = 360,000); AID 624125, 2012;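 active = inhibition above its plate's cutoff, the mean inhibition of sample wells plus 3 SD, cut at about 27% in these data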;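 also: 0% = acetylcholine EC80 with DMSO and 100% = DMSO without agonist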
# Numbers without * were called inactive.
1) O=C1CC(c2ccccc2)Cc2nc(NCc3ccco3)ncc21 (centres undefined)
2) O=C(Nc1ccc(Cl)cc1)Nc1cccc2nsnc12
3) CCCC1(C(=O)OC)NC(c2ccco2)C2C(=O)N(c3ccc(C)cc3)C(=O)C21 (centres undefined)
4) CCOCCCNC(=O)CCCn1nc(C)n2c(cc3sccc32)c1=O
5) COc1ccc(NC(=O)CN(c2cc(C)cc(C)c2)S(=O)(=O)c2c(C)noc2C)cc1
6) COc1ccccc1NC(=O)NNC(=O)c1ccc(-c2ccccc2)cc1
7) CC(=O)N1N=C(c2ccc3ccccc3c2)OC1(C)C
8) CCOc1cc(/C=C(\C#N)c2nc(-c3cccs3)c(NC(C)=O)s2)ccc1O

Compound	1	2	3	4	5	6	7	8
CHO-K1 Ca PAM	-15	-16	9	-1	19	-12	16	7
CHRM5 agonist	7	0	-5	2	1	-4	-3	11
M5 PAM	-7	-11	-1	-8	-2	-5	-7	-12
CHRM5 antagonist	1	8	0	-2	1	4	1	9
CHRM4 agonist	0	12	1	1	0	0	1	12
CHRM4 PAM	5	-12	-2	-2	4	4	-2	-13
CHO-K1 Ca antag	4	4	-2	4	-10	3	-5	16
M1 ag parental	0.5	9.3	0.3	0.4	0.6	-0.6	3.9	12
M4 antag	-3	5	-1	1	-4	3	12	15

# Along the list, from the results shown:
# Nos. 1 to 8 in M1 ag parental, in turn: 0.5, 9.3, 0.3, 0.4, 0.6, -0.6, 3.9, 12
# Nos. 1 to 8 in CHO-K1 Ca PAM, in turn: -15, -16, 9, -1, 19, -12, 16, 7
# Nos. 1 to 8 in CHO-K1 Ca antag, in turn: 4, 4, -2, 4, -10, 3, -5, 16

# Continued.
9) COc1ccc(C(Nc2ccccn2)c2c(NC(=O)c3ccco3)sc(C)c2C)cc1OC (centres undefined)
10) CCn1c(=O)c(C(=O)NCc2cccnc2)c(O)c2ccccc21
11) COc1ccc(C(OC(=O)c2ccco2)C(=O)NC2CCCCC2)cc1OC (centres undefined)
12) Cc1cc(C(=O)CSc2nnnn2C)c(C)n1C1CC1
13) CCc1sc(C(=O)Nc2nccs2)cc1C
14) N#Cc1cc(NCC2CCCO2)c([N+](=O)[O-])cc1C#N (centres undefined)
15) Cc1cc(NC(=O)CSc2nc3ccsc3c(=O)n2Cc2ccccn2)n[nH]1
16) NC(=O)C1CCN(C(c2ccccc2)c2nnnn2C2CCCC2)CC1 (centres undefined)

Compound	9	10	11	12	13	14	15	16
CHO-K1 Ca PAM	0	6	11	12	-8	18	-11	10
CHRM5 agonist	0	0	-2	-3	-1	-2	1	2
M5 PAM	5	-5	10	10	-5	7	1	-1
CHRM5 antagonist	-6	0	-3	2	1	-4	-8	-2
CHRM4 agonist	2	0	1	1	0	0	0	0
CHRM4 PAM	-7	0	3	0	-5	1	-2	3
CHO-K1 Ca antag	7	-9	-5	-11	-1	2	6	-7
M1 ag parental	0.8	0.7	-0.2	1.2	-0.4	0.8	0.2	0.7
M4 antag	2	-12	-6	-2	5	-2	1	-1

17) Cc1cnc(C(=O)N2CCCC(C(=O)c3ccc(Cl)cc3C)C2)cn1 (centres undefined)
18) CCc1ccc(NC(=O)CSc2nc3ccccc3c(=O)n2CCN2CCOCC2)cc1
19) NC(=O)C1CC(=O)N(c2ccc(OCC(=O)Nc3cccc(C(F)(F)F)c3)cc2)C1 (centres undefined)
20) Cc1cccc(N=Nc2c(O)[nH]c3ccc(F)cc23)c1
21) Cc1cc(-c2ccc(C)c(S(=O)(=O)NCCCN3CCN(c4ccccc4)CC3)c2)on1
22) CCOC(=O)C1(C)CCN1C(=O)c1cccc(OC(F)(F)F)c1 (centres undefined)
23) COc1ccccc1CNC(=O)CCCC(=O)n1ncc2cc(C)ccc21
24) Cc1ccsc1/C=C/C(=O)O

Compound	17	18	19	20	21	22	23	24
CHO-K1 Ca PAM	-5	15	7	21	-9	3	4	-12
CHRM5 agonist	0	3	-3	4	-1	-1	1	2
M5 PAM	-10	-4	5	13	-14	4	-3	7
CHRM5 antagonist	13	-2	4	-6	7	-6	4	4
CHRM4 agonist	1	0	1	1	14	0	0	0
CHRM4 PAM	-12	2	-5	-1	-13	1	-1	-3
CHO-K1 Ca antag	-7	0	-6	-8	18	6	1	-9
M1 ag parental	2.1	1.2	-0.1	1.6	11	0.3	0.3	0.3
M4 antag	7	1	6	0	9	3	5	9

25) Cc1ccc(S(=O)(=O)N2C[C@H]3[C@H]4C(=O)N(c5ccccc5)C(=O)[C@H]4C[C@H](OC(=O)NCc4ccccc4)[C@@]3(O)C2)cc1
26) Cc1cc(C)c(C#N)c(Sc2ccc(N)cc2)n1
27) COc1ccc(Cn2cc(CN3CC(N4CCN(CCN(C)C)CC4)CS3(=O)=O)nn2)cc1 (centres undefined)
28) CN(C)CCN1CCN(C2CN(Cc3cn(Cc4ccc(Cl)cc4)nn3)S(=O)(=O)C2)CC1 (centres undefined)
29) CCn1c(SCC(=O)NC2CC2)nnc1-c1cccc(OC)c1
30) COC(=O)CN1C(C)=Nc2ccc(C)cc2C1c1ccccc1 (centres undefined)
31) Cc1c(Cl)cccc1Nc1nc(N)nc(CSc2nc3ccccc3s2)n1
32) COc1ccc(Nc2nccc3c2ncn3C)cc1

Compound	25	26	27	28	29	30	31	32
CHO-K1 Ca PAM	0	-11	13	-1	2	10	21	-18
CHRM5 agonist	1	2	1	0	-5	0	-3	-3
M5 PAM	-2	-7	-1	0	10	-2	0	-6
CHRM5 antagonist	-3	11	-5	2	-5	-5	-3	12
CHRM4 agonist	2	3	1	1	1	1	0	-1
CHRM4 PAM	-11	-2	6	5	14	-6	4	0
CHO-K1 Ca antag	-3	20	-3	-4	-11	-11	-12	8
M1 ag parental	0.8	1.6	6.2	-0.5	0.6	-0.1	0.4	-0.3
M4 antag	6	3	-6	-7	-3	3	-7	-2

33) O=c1cc(-c2ccccc2)c2ccc(O)c(CN3CCCCC3)c2o1
34) CCn1c(=O)c2cc(S(=O)(=O)NCc3ccccc3)ccc2n(CC)c1=O
35) O=C(COC(=O)CCC(=O)c1ccc(F)cc1)Nc1ccc(N2CCOCC2)cc1
36) COC(=O)c1ccccc1N=C(SC)N(C)C
37) CC(=NNC(=S)N1CCCCC1)c1cccc(C)n1
38) O=C(Nc1ccccc1)C(=O)Nc1cccnc1
39) COc1cccc(NC(=S)N(Cc2ccccn2)Cc2ccccc2Cl)c1
40) CCCCOc1ccc(/C=N/NC(=O)c2csc(C)c2C)cc1

Compound	33	34	35	36	37	38	39	40
CHO-K1 Ca PAM	4	16	5	13	15	10	14	-3
CHRM5 agonist	-2	0	0	1	0	2	-4	-4
M5 PAM	-5	4	1	8	0	-17	6	-2
CHRM5 antagonist	-1	-7	-4	-5	6	20	0	6
CHRM4 agonist	0	2	1	0	0	16	-1	1
CHRM4 PAM	3	-1	2	5	8	-18	-3	1
CHO-K1 Ca antag	2	9	2	6	-12	-9	-10	-2
M1 ag parental	0.1	6.3	0.3	0.2	0.9	5.1	0.4	0.2
M4 antag	-2	-3	-4	-2	-6	7	0	10

41) O=S1(=O)CC(N2CC=CC2)CN1Cc1cn(Cc2ccccc2)nn1 (centres undefined)
42) Cc1ccc(Sc2ncnc(N)c2[N+](=O)[O-])cc1
43) CC1(C(=O)Nc2cccc(NS(C)(=O)=O)c2)CCN1Cc1ccccc1OC(F)F (centres undefined)
44) Cc1nnc(NC(=O)CSc2nc3ccccc3o2)s1
45) CC(C)C[C@@H](CO)N1CCN(Cc2ccccc2)CCC1=O
46) Cc1cccc(C(=O)NCC(=O)Nc2ccncc2)c1
47) CC1CCN(C(=O)C(C)Sc2nc(-c3ccccc3)cc(C(F)(F)F)n2)CC1 (centres undefined)
48) O=C1c2ccccc2C(c2nnnn2-c2ccc3c(c2)OCCO3)N1CCc1c[nH]c2ccccc12 (centres undefined)

Compound	41	42	43	44	45	46	47	48
CHO-K1 Ca PAM	6	20	15	3	-2	2	15	9
CHRM5 agonist	1	-1	1	3	0	7	-4	7
M5 PAM	-7	2	1	2	-4	0	-13	-9
CHRM5 antagonist	14	4	1	-6	13	3	14	12
CHRM4 agonist	1	0	7	1	1	3	1	11
CHRM4 PAM	11	3	-4	32*	8	3	0	-7
CHO-K1 Ca antag	-13	-5	-8	1	6	-3	-13	-6
M1 ag parental	0.9	-0.2	3.8	0.1	-0.6	2.4	0.8	3.7
M4 antag	-9	21	2	6	6	5	-4	7

49) Cc1nc2ccccc2c2c1CC(C(C)(Cl)Br)O2 (centres undefined)
50) CCCn1nc(NC(=O)C2CCCO2)c2cc3ccc(C)cc3nc21 (centres undefined)
51) COc1ccc(S(=O)(=O)N2CCCCCC2)cc1C(=O)NC1(C)CCS(=O)(=O)C1 (centres undefined)
52) COC(=O)[C@@H](NCc1cccc(CN[C@H](C(=O)OC)C(C)C)c1)C(C)C
53) [NH-]c1ncnc2c1N=C[N+]2=CC=CCO
54) CS(=O)(=O)c1ccc(Cl)c(NC(=O)COC(=O)CCCN2C(=O)c3cccc4cccc(c34)C2=O)c1
55) C=C[C@@H]1c2cc(C)ccc2N(S(=O)(=O)c2ccc(C)cc2)[C@H](c2ccccc2C(F)(F)F)C1(C#N)C#N
56) C1CCc2c(nnc3c2-c2nonc2CC3)C1

Compound	49	50	51	52	53	54	55	56
CHO-K1 Ca PAM	5	9	16	-3	-2	-17	25	12
CHRM5 agonist	0	2	-2	-3	-2	1	2	1
M5 PAM	-21	0	-1	0	-5	4	9	-6
CHRM5 antagonist	16	3	9	14	7	-14	1	-5
CHRM4 agonist	6	0	1	0	1	1	2	0
CHRM4 PAM	-16	-2	1	0	0	1	18	-5
CHO-K1 Ca antag	14	-9	0	7	-13	0	-17	-21
M1 ag parental	5.2	0.0	1.0	8.9	0.2	-0.2	1.8	0.3
M4 antag	1	10	4	1	1	-4	-4	2

# 3 records picked at random from those above:
52) COC(=O)[C@@H](NCc1cccc(CN[C@H](C(=O)OC)C(C)C)c1)C(C)C
49) Cc1nc2ccccc2c2c1CC(C(C)(Cl)Br)O2 (centres undefined)
51) COc1ccc(S(=O)(=O)N2CCCCCC2)cc1C(=O)NC1(C)CCS(=O)(=O)C1 (centres undefined)

Compound	52	49	51
CHO-K1 Ca PAM	-3	5	16
CHRM5 agonist	-3	0	-2
M5 PAM	0	-21	-1
CHRM5 antagonist	14	16	9
CHRM4 agonist	0	6	1
CHRM4 PAM	0	-16	1
CHO-K1 Ca antag	7	14	0
M1 ag parental	8.9	5.2	1.0
M4 antag	1	1	4

# Of the compounds above, these contain a nitro group on carbon:
14) N#Cc1cc(NCC2CCCO2)c([N+](=O)[O-])cc1C#N (centres undefined)
42) Cc1ccc(Sc2ncnc(N)c2[N+](=O)[O-])cc1

Compound	14	42
CHO-K1 Ca PAM	18	20
CHRM5 agonist	-2	-1
M5 PAM	7	2
CHRM5 antagonist	-4	4
CHRM4 agonist	0	0
CHRM4 PAM	1	3
CHO-K1 Ca antag	2	-5
M1 ag parental	0.8	-0.2
M4 antag	-2	21
